From PubChem
4MU fluor = compound fluoresces in the 4-MU spectral region. AID 589. 59,000 tested, 11% active. compound autofluorescence, 340/450 nm, 4-MU equivalents; stronger effect = higher value. max dye-equivalent concentration, M; in the data active means max dye-equivalent concentration above about 10 nM; inconclusive means mostly about 1.1 nM to 9.6 nM
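Compounds in 100 mM Tris, pH 8.0, incubated 15 min at room temperature, then fluorescence read at 340 nm excitation/450 nm emission. Signal converted to 4-MU dye-equivalent concentration using an on-plate six-point 4-MU standard curve.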
GFP derepression = derepresses silenced GFP locus in mouse C127i cells | mouse C127i GFP locus derepression, cytometry, 30 h | Potency, µM (highest dose often 46.1 µM), without a hit: at the top dose GFP derepression (activation) | 68,000 tested, 0.09% active | AID 597; further: % of control where 0% means no effect
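Read-out is the number of GFP-positive cells, scored as fluorescent objects 20 to 120 um wide, reflecting derepression of a silenced CMV-GFP reporter in murine C127i cells after 30 h compound exposure at 37 C.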
Rhodamine autofl = compound autofluorescence in rhodamine spectral region; Rhodamine-region fluorescence, 547/598 nm, Tris buffer; stronger effect = higher value; max dye-equivalent concentration, M; 59,000 tested, 0.05% active; in the data active means max dye-equivalent concentration above about 11 nM; inconclusive means between about 1.1 nM and that limit
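qHTS spectral profiling of compounds without any target or enzyme present, in pH 8.0 Tris buffer; plates were read after a 15-minute room-temperature incubation using the rhodamine-region filter set.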
DNA Pol III inh = blocks replication by bacterial DNA polymerase III holoenzyme; 71,000 tested, 0.25% active; Potency, µM (top dose mostly 57.1 µM), inactives show at the top dose activity change, negative = inhibition; AID 603; reconstituted DNA polymerase III holoenzyme replication, biochemical; further: potency means the concentration at half of the fitted maximal effect; on the % scale 0 is the no-effect control and ±100 the full control effect
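Reconstituted *E. coli* holoenzyme (0.35 nM Pol III, 1 nM beta, 154 nM SSB, 2 nM primase) was preincubated with compound for 15 min at RT. Synthesis on 1.4 nM ssM13Gori ran 35 min, then was stopped with PicoGreen/EDTA and read as dsDNA fluorescence.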
Texas Red fluor = Texas Red region autofluorescence; Compound fluorescence, Texas Red channel, 547/618 nm; stronger effect = higher value; 59,000 tested, 0.06% active; max dye-equivalent concentration, M; in the data active means max dye-equivalent concentration above about 10 nM; inconclusive means between about 1.1 nM and that limit
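qHTS profiling of intrinsic compound fluorescence; 100 mM Tris pH 8.0; 15 min RT; ex 547 / em 618 nm; response expressed as Texas Red dye-equivalent concentration from six-point plate standard.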
HBB splicing = hemoglobin beta splicing modulation; HBB splicing reporter cell assay, activation; EGFP reporter with mutant IVS2-654 intron; response scale: normalised to 500 nM splice-correcting PNA; Potency, µM (top dose mostly 46.1 µM), inactives show top-dose activation, most hits filed as activators; 65,000 tested, 0.06% active; AID 925; further: potency means the concentration at half of the fitted maximal effect; 0% is about no effect
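Compounds were applied for 2 days to HeLa EGFP-654 cells, 500/well in Optimem with 2% FCS. The reporter's EGFP is disrupted by mis-splicing of beta-globin intron IVS2-654. Readout: summed well GFP fluorescence from 488 nm laser scanning; reference was 500 nM antisense […] 654 PNA.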
HADH2 inh = blocks human hydroxyacyl-CoA dehydrogenase type II; AID 886; Potency, µM (titrated, usually from 57.1 µM), for the others: at the highest dose activity change, negative = inhibition, actives largely listed as inhibitors; Q99714; recombinant HADH2, NADH fluorescence, beta-hydroxybutyryl-CoA; 73,000 tested, 3.4% active; further: potency means the concentration at half of the fitted maximal effect; on the % scale 0 is the no-effect control and ±100 the full control effect; nearly all actives have a fitted effect of over 60% in size; many of its hits are not listed in these tables
Target sequence (Q99714 whole entry, looked up, one chain of several): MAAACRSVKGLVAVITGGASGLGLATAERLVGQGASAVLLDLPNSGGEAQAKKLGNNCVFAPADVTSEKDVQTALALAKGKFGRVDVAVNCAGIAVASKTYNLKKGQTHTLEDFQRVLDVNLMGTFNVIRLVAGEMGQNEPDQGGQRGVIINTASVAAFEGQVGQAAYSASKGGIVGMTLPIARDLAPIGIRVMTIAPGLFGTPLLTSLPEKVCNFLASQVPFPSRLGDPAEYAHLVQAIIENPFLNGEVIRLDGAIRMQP
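Activity measured as NADH fluorescence gain (360/450 nm), taken as the change between first and last reads of a 4-min kinetic run. Conditions: pH 9.0 Tris buffer, 20 nM E. coli-expressed His-tagged enzyme, 1 mM NAD+, 90 uM beta-hydroxybutyryl-CoA; 15-min compound preincubation.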
15-hLO inh = inhibitors of human 15-lipoxygenase (ALOX15) | P16050 | purified 15hLO-1, xylenol orange hydroperoxide absorbance | Potency, µM (highest dose often 57.1 µM), for inactives: at the highest dose activity change, negative = inhibition, most hits filed as inhibitors | 74,000 tested, 1.4% active | AID 887; further: potency means the concentration at half of the fitted maximal effect; on the % scale 0 is the no-effect control and ±100 the full control effect; nearly all actives have a fitted effect of over 55% in size
Target sequence (P16050 whole entry, looked up): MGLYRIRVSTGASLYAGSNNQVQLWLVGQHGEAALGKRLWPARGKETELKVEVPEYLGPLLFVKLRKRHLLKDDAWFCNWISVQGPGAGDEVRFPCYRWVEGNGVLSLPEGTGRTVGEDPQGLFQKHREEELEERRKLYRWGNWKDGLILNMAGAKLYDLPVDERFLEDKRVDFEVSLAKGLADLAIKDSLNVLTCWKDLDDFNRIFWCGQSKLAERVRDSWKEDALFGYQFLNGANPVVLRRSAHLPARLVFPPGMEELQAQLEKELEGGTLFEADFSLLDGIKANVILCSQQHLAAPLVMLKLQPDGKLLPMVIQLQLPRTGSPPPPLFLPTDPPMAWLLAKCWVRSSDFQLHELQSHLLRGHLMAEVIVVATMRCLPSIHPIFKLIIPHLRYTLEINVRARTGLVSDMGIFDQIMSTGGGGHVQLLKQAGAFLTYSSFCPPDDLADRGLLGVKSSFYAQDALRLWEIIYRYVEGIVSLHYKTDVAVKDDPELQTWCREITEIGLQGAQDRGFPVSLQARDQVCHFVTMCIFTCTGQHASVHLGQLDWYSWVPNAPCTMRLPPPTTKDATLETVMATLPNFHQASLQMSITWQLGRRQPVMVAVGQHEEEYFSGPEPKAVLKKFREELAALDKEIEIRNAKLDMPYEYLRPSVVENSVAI
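Quantitative HTS in 25 mM Hepes pH 7.5 containing 0.01% Triton X-100: human 15hLO-1 at 40 nM, arachidonic acid at 50 uM, 6 min turnover. Product quantified via ferrous oxidation/xylenol orange, 573:405 nm absorbance ratio.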
Hsp90 Hop PPI = changes Hsp90-Hop TPR2A binding signal, up or down; Potency, µM (doses to about 57 µM), without a hit: at the top dose activity change, negative = inhibition; AlphaScreen TPR2A-His6 binding biotin-Hsp90 C-terminal peptide; AID 595; 71,000 tested, 0.44% active; active means well fitted curve in either direction with a large enough effect; inconclusive means small, poorly fitted or top-dose-only effect, or another doubt; further: potency means the concentration at half of the fitted maximal effect; on the % scale 0 is the no-effect control and ±100 the full control effect; many of its hits are not listed in these tables
Fluorescein fluor = compound autofluorescence in fluorescein spectral region; AID 593; Compound autofluorescence, 480/540 nm, fluorescein-equivalent; stronger effect = higher value; max fluorescein-equivalent concentration, M; 59,000 tested, 0.91% active; in the data active means max fluorescein-equivalent concentration above about 10 nM; inconclusive means between about 1.1 nM and that limit
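Each compound is tested across a concentration series in 100 mM Tris buffer at pH 8.0. After 15 min at room temperature, plates are imaged with 480 nm excitation and 540 nm emission filters, and intensities are converted to fluorescein-equivalent values.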
Ub-GFP proteasome = inhibits proteasome, raising ubiquitin-GFP reporter fluorescence; Ubiquitin-GFP reporter cells, proteasome inhibition, GFP fluorescence; response scale: untreated = 0%, 10 µM MG-132 = 100%; Potency, µM (titrated, usually from 45.9 µM), for the others: at the highest dose activation (GFP accumulation), actives largely listed as activators; 67,000 tested, under 10 active; active means well fitted activation curve with a large enough effect, not every such curve was filed as active; inconclusive means small, poorly fitted or top-dose-only effect, or another doubt; inactive means no such curve, though single readings can be large or run the other way; further: potency means the concentration at half of the fitted maximal effect
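U2OS cells stably expressing ubiquitin(G76V)-GFP, seeded overnight in 0.5% FBS medium, were exposed to compounds (qHTS, 46 uM to 2.9 nM) for 4 hr at 37 °C. GFP-positive cells were counted by laser cytometry (488 ex/515 em), normalized between basal and 10 uM MG-132.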
An asterisk follows results filed as active; i = inactive; ? = inconclusive; . = no result given; [ ] = dose if it differs, or a comment. Unless noted, the call rests on the fitted dose curve; in most records, active means well fitted curve in the direction sought with a large enough effect; inconclusive means small, poorly fitted or top-dose-only effect, or another doubt; inactive means no such curve, though single readings can be large; an effect the other way counts as inactive or inconclusive. Some of the compounds tested; rates above refer to the full screens.

The line under a structure holds: 4MU fluor	HBB splicing	Ub-GFP proteasome	DNA Pol III inh	Rhodamine autofl	Texas Red fluor	15-hLO inh	GFP derepression	Hsp90 Hop PPI	Fluorescein fluor	HADH2 inh
Cc1cccc(N2CC(C)Cn3c2nc2c3c(=O)n(CC(=O)OCc3ccccc3)c(=O)n2C)c1 (stereo unspecified)
→ i	1.9%[0.369 µM]	.	-2%	i	i	-13%	6%	-10%	?	-8%
CC(C)CCNC(=O)CN(C)S(=O)(=O)c1cccc2nsnc12
→ i	-0.2%	-9%	-5%	i	?	3%	9%	2%	i	-2%
O=C1C2C3C=CC(C2C(=O)N1CN1CCOCC1)C1C2C(=O)N(CN4CCOCC4)C(=O)C2C31 (stereo unspecified)
→ i	2.2%[9.22 µM]	-2%[9.17 µM]	-5%[11.4 µM]	i	i	17%[11.4 µM]	0%[9.22 µM]	?	i	-7%[11.4 µM]
CCCC(=O)Nc1cc(-c2nn(C)c(=O)c3ccccc23)ccc1N1CCCCC1
→ ?	-0.3%	0%	-3%	i	i	9%	0%	-2%	i	-15%
COCCNC(=O)c1ccccc1NC(=O)c1ccc(OC)c(OC)c1
→ ?	0.2%	-8%	-6%	i	i	5%	-3%	2%	i	10%
CCCCOC(=O)CCn1[nH]c(=O)c2ccccc2c1=O
→ ?	0.5%	-2%	2%	i	i	-6%	-1%	0%	?	3%
COc1ccc(-c2nnc3sc(-c4cccs4)nn23)cc1OC
→ 1.5e-08M*	-0.2%[57.5 µM]	-2%	-14%	i	i	1%	4%	-2%	i	-8%
CCc1noc(C)c1C(=O)N1CCCC1
→ i	-0.5%	3%	-3%	i	i	-2%	6%	-3%	?	4%
CCOc1ccc(CN2CCC(C(=O)N3CCN(c4ccccc4F)CC3)CC2)cc1OC
→ i	-0.4%[57.5 µM]	1%	?	i	i	?	0%	-1%	?	16%
C=CCOC(=O)C1C(=O)CC(C)(O)C(C(=O)OCC=C)C1c1ccc(OC)cc1 (stereo unspecified)
→ i	-0.2%	14%	1%	i	i	3%	8%	-1%	i	0%
CCOC(=O)c1c(C)[nH]sc1=S
→ 3.6e-08M*	.	.	.	i	i	.	6%[20.6 µM]	.	?	.
NS(=O)(=O)c1ccc(NC(=O)CCC2CCCCC2)cc1
→ .	-0.5%	-9%	4%	.	.	-9%	5%	-4%	.	-3%
COc1cc(OC)cc(-c2nnc(SCC(=O)N3CCOCC3)o2)c1
→ i	.	10%	-10%	i	i	7%	1%	1%	i	12%
O=C1NC(O)=NC1(c1ccccc1)c1ccccc1
→ i	0.7%	8%	-3%	i	i	8%	0%	?	?	-5%
O=c1[nH]c2cc3c(cc2cc1C(c1nnnn1Cc1ccccc1)N1CCN2CCCC2C1)OCCO3 (stereo unspecified)
→ 4.4e-07M*	.	5%	-6%	i	i	?	0%	-6%	?	?
COc1cccc(CNC(=O)CCn2c(=O)oc3ccccc32)c1
→ i	-2.0%	-15%	-2%	i	i	-3%	8%	-1%	i	-1%
Cc1nc2ccccc2nc1CSc1nncs1
→ i	0.0%[57.5 µM]	2%	-5%	i	i	2%	-2%	0%	i	-25%
CSCCC(NC(N)=O)C(=O)NCc1ccccc1Cl (stereo unspecified)
→ i	-1.1%	-1%	-4%	i	i	0%	2%	-2%	i	-4%
CCC1CCCCN1C(=O)CSc1nnc(CNC(=O)c2cc(OC)c(OC)c(OC)c2)o1 (stereo unspecified)
→ i	-0.7%	14%	0%	i	i	-1%	-2%	0%	i	-19%
COCCn1c(SCC(=O)Nc2ccccc2)nc2c1c(=O)[nH]c(=O)n2C
→ .	-0.9%	13%	-9%	.	.	-3%	.	-3%	.	0%

Next part, starting with the last two of the part before.
The line under a structure holds: 4MU fluor	HBB splicing	Ub-GFP proteasome	DNA Pol III inh	Rhodamine autofl	Texas Red fluor	15-hLO inh	GFP derepression	Hsp90 Hop PPI	Fluorescein fluor	HADH2 inh
CCC1CCCCN1C(=O)CSc1nnc(CNC(=O)c2cc(OC)c(OC)c(OC)c2)o1 (stereo unspecified)
→ i	-0.7%	14%	0%	i	i	-1%	-2%	0%	i	-19%
COCCn1c(SCC(=O)Nc2ccccc2)nc2c1c(=O)[nH]c(=O)n2C
→ .	-0.9%	13%	-9%	.	.	-3%	.	-3%	.	0%
COc1ccc(CNC(=O)c2cc(C3CC3)on2)cc1
→ .	-1.4%	12%	-4%	.	.	2%	-5%	2%	.	3%
COc1cccc(-c2nc(N3CCN(Cc4ccccc4)CC3)c3ccccc3n2)c1O
→ i	.	.	.	i	i	.	0%[20.6 µM]	.	i	.
CCCc1cc(=O)[nH]c(SCC(=O)N(C)CC(=O)Nc2ccccc2CC)n1
→ i	-0.2%[57.5 µM]	-2%	-3%	i	i	6%	2%	2%	i	-12%
COc1ccc(C)cc1NC(=O)CSc1nc(SC)ns1
→ i	-0.2%	5%	0%	i	i	-2%	6%	5%	i	-4%
O=C(Nc1ccc(N2CCOCC2)cc1)C1CC1
→ i	-1.7%	-3%	-8%	i	i	-2%	-3%	-3%	i	-10%
Cc1ccc(SCc2cc(=O)[nH]c(N3CCOCC3)n2)cc1
→ i	0.1%	4%	9%	i	?	9%	0%	-6%	i	5%
CCC1C(O)=C(c2ccccn2)C(=N)N1c1ccccc1 (stereo unspecified)
→ ?	0.8%[0.369 µM]	.	-3%	i	i	0%	-2%	-7%	i	3%
Cc1ccc(-c2csc(N3CCC(C(N)=O)(N4CCCCC4)CC3)n2)cc1
→ .	-0.4%	14%	-9%	.	.	-2%	.	-8%[2.3 µM]	.	2%
CC1CCCCC1NC(=O)c1cc2c(s1)CS(=O)(=O)C2 (stereo unspecified)
→ i	-0.3%	-1%	-3%	i	i	-6%	0%	-1%	i	3%
CCN1CCN(C(=O)C(NS(=O)(=O)c2ccc3nc(C)sc3c2)C(C)C)CC1 (stereo unspecified)
→ .	-0.8%	-11%	0%	.	.	?	.	-4%[2.3 µM]	.	4%
Cc1nc(CC(=O)N2CCN(S(=O)(=O)c3ccccc3C#N)CC2)cs1
→ i	0.9%[57.5 µM]	-2%	-9%	i	i	10%	1%	-4%	i	2%
Cc1c(OCc2nn[nH]n2)ccc2c(-c3ccccc3)cc(=O)oc12
→ ?	-2.8%[57.5 µM]	3%	-4%	i	i	7%	-2%	-1%	i	?
COc1cc(/C=N/n2c(C)nnc2C)cc(OC)c1OC
→ i	.	.	.	i	i	.	2%[20.6 µM]	.	i	.
O=S(=O)(Cc1ccccc1)N1CCn2c(nc3ccccc32)C1
→ .	-0.6%	2%	-7%	.	.	4%	.	0%	.	3%
Cc1ccc(C(=O)OCC(=O)Nc2ccc3c(c2)OCO3)o1
→ ?	-1.3%[1.84 µM]	7%	-2%	i	?	-3%	0%	-2%	i	-6%
COc1ccc(/C(O)=C(\C#N)c2nc3ccccc3n2C)cc1OC
→ 1.4e-08M*	-0.5%	0%	5%	i	i	-4%	-2%	?	i	2%
COc1ccc(-n2nnnc2SCC(=O)Nc2ccc3c(c2)OCCO3)c(OC)c1
→ i	.	-3%	0%	i	i	2%	2%	-4%	i	-25%
Cc1ccc(-c2nc(-c3cccnc3)no2)cc1
→ i	0.1%	-4%	-1%	i	?	6%	-2%	3%	i	10%
Cc1occc1-c1nnc(SCC(=O)NC(C)(C)C)n1C(C)c1ccccc1 (stereo unspecified)
→ i	-0.5%	-1%	-2%	i	i	0%	0%	-1%	?	-3%
Nc1cc(S(=O)(=O)O)cc2ccc(S(=O)(=O)O)cc12
→ ?	0.4%[9.22 µM]	-8%[9.17 µM]	-6%[11.4 µM]	i	i	7%[11.4 µM]	4%[9.22 µM]	-3%[11 µM]	?	?
COC(=O)c1[nH]c(C)c(/C(O)=C2\C(=O)C(=O)N(CCCN3CCOCC3)C2c2ccccn2)c1C (stereo unspecified)
→ i	1.2%	-4%	-4%	i	i	1%	0%	-16%	?	-8%
COCCn1c(=O)c(-c2ccccc2)nc2cnc(Oc3ccc(OC)cc3)nc21
→ i	-1.6%	2%	-8%	i	i	21%	2%[9.22 µM]	29%	i	-13%
Cc1cccc(OCCn2c(CCCO)nc3ccccc32)c1
→ i	2.4%	-1%	-3%	i	i	-7%	-3%	-5%	?	1%
